Screening results: PubChem BioAssay, National Center for Advancing Translational Sciences (NCATS)
TRHR agonist – activates the human TRH receptor. activation, % at 2 µM. P34981. TRHR cells, calcium flux fluo-8, FDSS agonist mode. hit rate 0.18% among 360,000; in the data active means activation above about 30%; further: 0% is about no effect
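In this calcium-flux screen, cells bearing human TRHR are dye-loaded with fluo-8, baselined for 10 cycles, then exposed to library compounds; positive kinetic calcium responses during the agonist phase mark hits, with TRH as control.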
Apoferritin bind – candidate novel general anesthetic via apoferritin binding | P02791 | apoferritin/1-aminoanthracene competitive binding, fluorescence | Potency, µM (highest dose often 77.5 µM), for the others: at the top dose activity change, negative = displacement, usual class: inhibitors | hit rate 0.074% among 350,000 | AID 485281; further: potency means the concentration at half of the fitted maximal effect; on the % scale 0 is the no-effect control and ±100 the full control effect; nearly all actives have a fitted effect of over 20% in size
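Read-out: endpoint 1-AMA fluorescence, excitation 380 nm and emission 535 nm, after compounds sit 10 min at room temperature with 10 uM horse-spleen apoferritin in 50% saturated 1-AMA/PBS. Values come from four-parameter Hill fits.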
POLB inh – DNA polymerase beta (human) inhibition. P06746. Pol beta primer extension/strand displacement, fluorescence kinetic. Potency, µM (titrated, usually from 114 µM), inactives show at the highest dose activity change, negative = inhibition, hits mostly inhibitors. hit rate 1.3% among 340,000. AID 485314; further: potency means the concentration at half of the fitted maximal effect; on the % scale 0 is the no-effect control and ±100 the full control effect
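Preincubation: enzyme (10 nM) with compound, 15 min, RT. Reaction: substrate added to 50 nM final. Reads: 0 and 10 min. Analysis: normalized, Hill fit.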
ERG-DNA inh – inhibitors of human ERG Ets domain-DNA interaction | P11308 | fluorescence polarization, His-ERG Ets domain / labelled DNA | Potency, µM (titrated, usually from 76.9 µM), for inactives: at the highest dose FP activity, negative = inhibition, hits mostly inhibitors | hit rate 0.028% among 370,000 | AID 624246; active means well fitted inhibition curve with a large enough effect in the polarisation, with a control signal flat; inconclusive means small, poorly fitted or top-dose-only effect, or effect the other way, or a change in a side signal; inactive means no such curve, though single readings can be large or run the other way; the % refers to the polarisation;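 further: polarization taken with two DNA probes labelled with fluorescein and Texas red; potency means the concentration at half of the fitted maximal effect; % of control where 0% means no effect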
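His-tagged ERG Ets domain (1 uM in the protein solution; 300mM KCl, 50mM Tris-HCl, 1mM EDTA, 1mM DTT, pH 7.5) received compound, then a probe mix of 5 nM fluorescein-DNA and 100nM Texas-615-DNA. Fluorescence polarization was read for both dyes.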
ALOX12 inh – blocks human arachidonate 12S-lipoxygenase; hit rate 1.1% among 580,000; purified 12hLO, xylenol orange hydroperoxide absorbance; Potency, µM (highest dose often 108 µM), for the others: at the top dose activity change, negative = inhibition, hits mostly inhibitors; AID 1671190; P18054; further: potency means the concentration at half of the fitted maximal effect; on the % scale 0 is the no-effect control and ±100 the full control effect
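Purified human 12hLO (150 nM final) in 25 mM Hepes, 0.01% Triton X-100, pH 7.0 was preincubated 15 min at room temperature with compound. Then 40 uM arachidonic acid was added, 30 min. Hydroperoxide was read by Fe-XO absorbance ratio 573/405 nm.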
POLI inh – DNA polymerase iota (human) inhibition. Potency, µM (doses to about 115 µM), without a hit: at the highest dose activity, negative = inhibition, usual class: inhibitors. hit rate 1% among 390,000. Pol iota fluorescent replication assay, 10 min; further: potency means the concentration at half of the fitted maximal effect
Target sequence (Q9UNA4 whole entry, looked up): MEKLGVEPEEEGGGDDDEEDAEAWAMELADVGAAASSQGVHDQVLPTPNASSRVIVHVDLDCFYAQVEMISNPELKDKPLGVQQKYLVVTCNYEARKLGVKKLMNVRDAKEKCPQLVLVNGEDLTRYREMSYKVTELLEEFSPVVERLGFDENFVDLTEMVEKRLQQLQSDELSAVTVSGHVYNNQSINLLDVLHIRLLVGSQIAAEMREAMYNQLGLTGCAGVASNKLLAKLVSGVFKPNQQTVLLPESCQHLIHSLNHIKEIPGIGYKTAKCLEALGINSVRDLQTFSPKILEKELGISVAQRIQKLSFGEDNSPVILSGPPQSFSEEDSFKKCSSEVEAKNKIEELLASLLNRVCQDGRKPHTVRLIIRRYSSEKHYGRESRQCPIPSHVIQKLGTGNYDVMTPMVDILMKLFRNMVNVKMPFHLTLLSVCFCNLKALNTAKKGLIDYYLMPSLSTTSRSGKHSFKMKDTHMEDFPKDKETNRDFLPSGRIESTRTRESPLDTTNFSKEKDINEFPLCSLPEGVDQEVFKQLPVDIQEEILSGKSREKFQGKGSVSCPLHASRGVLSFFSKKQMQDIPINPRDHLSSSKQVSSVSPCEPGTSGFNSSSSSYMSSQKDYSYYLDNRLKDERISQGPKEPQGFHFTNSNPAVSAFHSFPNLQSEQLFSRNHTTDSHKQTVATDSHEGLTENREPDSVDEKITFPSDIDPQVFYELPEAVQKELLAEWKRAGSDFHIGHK
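Fluorescent replication assay read twice, at 0 min and 10 min after adding 50 nM (final) substrate. Enzyme (10 nM) and compounds were first incubated 15 min at room temperature; enzyme-free buffer wells were negative controls.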
POLK inh – inhibitors of human DNA polymerase kappa; Q9UBT6; purified Pol kappa, fluorescent DNA synthesis assay, 10 min; Potency, µM (top dose mostly 107 µM), without a hit: top-dose activity, negative = inhibition, actives largely listed as inhibitors; hit rate 0.53% among 400,000; AID 588579; further: potency means the concentration at half of the fitted maximal effect; on the % scale 0 is the no-effect control and ±100 the full control effect
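Fluorescent qHTS in 1536-well format: enzyme (10 nM) and compound sat 15 min at room temperature before 50 nM substrate (final) was added. Signal taken at 0 and 10 min; no-enzyme buffer wells were negative controls.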
APE1 inh – APE1 (human) endonuclease inhibition; P27695; recombinant APE1, TAMRA/BHQ-2 abasic DNA cleavage fluorescence; Potency, µM (highest dose often 65.8 µM), without a hit: at the highest dose activity change, negative = inhibition, most hits filed as inhibitors; hit rate 0.35% among 350,000;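 further: potency means the concentration at half of the fitted maximal effect; plate controls were vehicle for no effect and reference inhibitor for full effect; nearly all actives have a fitted effect of over 55% in size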
Target sequence (P27695 whole entry, looked up): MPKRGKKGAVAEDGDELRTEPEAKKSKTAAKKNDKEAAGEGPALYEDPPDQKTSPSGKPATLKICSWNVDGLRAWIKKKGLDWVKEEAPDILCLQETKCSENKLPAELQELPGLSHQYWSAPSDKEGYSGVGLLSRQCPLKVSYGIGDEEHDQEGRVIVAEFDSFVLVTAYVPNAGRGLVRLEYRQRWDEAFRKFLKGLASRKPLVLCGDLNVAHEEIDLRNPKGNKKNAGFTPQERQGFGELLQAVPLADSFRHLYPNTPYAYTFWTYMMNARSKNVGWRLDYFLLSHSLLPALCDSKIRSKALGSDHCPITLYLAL
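Step 1: APE1 (0.75 nM) with compound, 15 min RT. Step 2: add 50 nM fluorophore/quencher THF duplex. Step 3: three fluorescence reads 60 s apart (525/598 nm); read 3 minus read 1 = reaction progress.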
BLM inh – blocks DNA unwinding by human BLM helicase; P54132; recombinant BLM DNA unwinding, fluorescence dequenching; Potency, µM (titrated, usually from 56.1 µM), without a hit: at the top dose activity change, negative = inhibition, actives largely listed as inhibitors; hit rate 0.2% among 350,000;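 further: potency means the concentration at half of the fitted maximal effect; plate controls were vehicle for no effect and no enzyme for full effect; nearly all actives have a fitted effect of over 35% in size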
* marks the source's active call; other numbers are inactive results; ? = inconclusive; . = not tested or not shown; [ ] = another dose, or the depositor's remark. Unless noted, the call rests on the fitted dose curve; in most records, active means well fitted curve in the direction sought with a large enough effect; inconclusive means small, poorly fitted or top-dose-only effect, or another doubt; inactive means no such curve, though single readings can be large; an effect the other way counts as inactive or inconclusive.

1. O=C(c1ccc(N2CN(C(=O)c3ccco3)c3nc4ccccc4nc32)cc1)N1CCOCC1
2. COc1ccc(OCC(=O)NCCNC(=O)c2ccncc2)cc1
3. Cc1ccc(S(=O)(=O)N2[C@@H](c3ccccc3)C(C(=O)O)=CC[C@H]2c2cccc(Cl)c2)cc1
4. S=C(NCCc1ccccc1)N/N=C/c1ccc(Cl)cc1
5. O=C(Cn1c(-c2cncs2)nc2ccccc21)NCCc1ccccc1
6. COc1cc(NC(=O)CSc2nc3nc(C)c(Cc4ccccc4)c(C)n3n2)cc(OC)c1
7. CC(C)(C)c1cc(CN2CCC(O)CC2)cc(C(C)(C)C)c1O
8. CCc1ncc(C(O)c2cccc3ccccc23)n1C (configuration not stated)

assay / entry,1,2,3,4,5,6,7,8
TRHR agonist,-0.6,0.1,-0.1,-0.5,-0.5,-0.3,0.4,-0.3
Apoferritin bind,-11%,-3%,.,3%,-11%,-4%,-18%,?
POLB inh,-8%,2%,.,-1%,13%,1%,-8%,38%
ERG-DNA inh,.,0%,0%,-2%,-16%,3%,7%,-12%
ALOX12 inh,9%[57.4 µM],-1%,-28%,?,5%,-13%,?,-21%
POLI inh,?,7%,4%,-13%,-19%,-3%,33%[activator],20%
POLK inh,-5%,-10%,-12%,1%,-26%,-2%[60.1 µM],-8%,0%
APE1 inh,-8%,37%,-11%,-4%,25%,.,6%,0%
BLM inh,-3%,-3%,.,-10%,0%,-2%,-6%,4%

9. OC1CCN(c2ncnc3nc[nH]c23)CC1
10. COc1ccccc1/C=C/c1ccc2cccc(O)c2n1
11. CCc1ccccc1NC(=O)Nc1cc(C(=O)NCc2ccc(OC)cc2)ccc1N1CCCC1
12. Cc1cccc(OCC(=O)Nc2cccc(C(=O)OCc3cc(=O)n4nc(C(C)C)sc4n3)c2)c1
13. O=C(O)c1cc(S(=O)(=O)N2CCN(C(c3ccccc3)c3ccccc3)CC2)ccc1Cl
14. O=C1CCSc2ccc(S(=O)(=O)Nc3ccc(Cl)c(C(F)(F)F)c3)cc2N1
15. CCOC(=O)Cc1cnc(NC(=O)CSc2nc(N)cc(N)n2)s1
16. CC(=O)O[C@@H]1C(=O)[C@@]2(C)[C@H](O)C[C@H]3OC[C@]3(OC(C)=O)[C@@H]2[C@H](OC(=O)c2ccccc2)[C@@]2(O)C[C@H](OC(=O)[C@@H](O)[C@@H](NC(=O)c3ccccc3)c3ccccc3)C(C)=C1C2(C)C (stereo in doubt)

assay / entry,9,10,11,12,13,14,15,16
TRHR agonist,0.8,0.4,-1.1,0.3,0.6,-0.8,0.2,.
Apoferritin bind,-5%,1%,16%,-1%,-12%,?,-2%,-21%[29.3 µM]
POLB inh,1%,-29%,1%,3%,2%,1%,-7%,.
ERG-DNA inh,12%,0%,-3%,-4%,-3%,-6%,6%,.
ALOX12 inh,5%,?,13%,-27%,40µM*,?,0%,.
POLI inh,1%,39%[activator],-5%,3%,-19%,-4%,56%[activator],.
POLK inh,19%,-13%,2%[60.1 µM],-12%[60.1 µM],2%,0%,-6%,-6%[12 µM]
APE1 inh,7%,5%,.,.,2%,.,-4%,-3%[21 µM]
BLM inh,3%,-12%,-2%,0%,0%,2%,-6%,-1%[21.4 µM]

17. COc1cc(C(=O)Nc2ccc3oc(-c4ccccc4)nc3c2)cc(OC)c1OC
18. O=C(O)c1ccc(NCc2cccs2)cc1
19. O=c1c2ccccc2n(Cc2c(F)cccc2Cl)c(=O)n1Cc1ccccc1
20. O=C(N/N=C/C=C/c1ccco1)c1ccccc1Cl
21. COC(=O)c1cc(NC(=O)c2c(-c3ccccc3)noc2C)ccc1N1CCOCC1
22. CCn1c(SCC(=O)N/N=C/c2c[nH]c3ccccc23)nnc1-c1ccc(C(C)(C)C)cc1
23. CCN1C(=O)[C@H]2[C@@H](c3ccc(C)cc3)N3C(=O)N(c4ccc(C)cc4)C(=O)[C@@]3(C)[C@H]2C1=O
24. Cc1ccc(NC(=O)CSc2nc(-c3ccc(F)cc3)cc(C(F)(F)F)c2C#N)cc1

assay / entry,17,18,19,20,21,22,23,24
TRHR agonist,0.5,1.0,0.7,-0.4,-0.1,0.3,-0.1,4.6
Apoferritin bind,-13%,-13%,-6%,-8%,-10%,-15%,-11%,7%
POLB inh,-21%,-8%,13%,1%,-2%,7%,114%,?
ERG-DNA inh,-14%,1%,-1%,20%,1%,-2%,-8%,1%
ALOX12 inh,-13%,12%,-9%,?,3%,-26%,4%,2%
POLI inh,11%,116%[activator],10%,?,29%,5%,16%,36%[activator]
POLK inh,-7%,-5%,-13%,79µM*,-6%,-8%,4%,-8%
APE1 inh,.,4%,.,1%,12%,-10%,2%,.
BLM inh,0%,2%,-9%,-10%,-2%,-10%,0%,-1%

25. CC(=O)N1c2ccc(S(=O)(=O)N3CCC(C(=O)Nc4cc(C)ccn4)CC3)cc2CC1C (configuration not stated)
26. Cc1ccc(SCC(=O)NCC2COc3ccccc3O2)cc1 (configuration not stated)
27. CCS(=O)(=O)N1CCC(C(=O)NCc2ccc(F)cc2)CC1
28. O=[N+]([O-])c1ccc(/C=N/n2cn[nH]c2=S)cc1
29. O=C(O)COc1ccc(C(=O)c2ccccc2)cc1
30. COc1cccc(-c2noc(CCC(=O)NC3CCCC3)n2)c1
31. Fc1ccc(C(CCNCc2ccccn2)c2ccc(Cl)cc2)cc1 (configuration not stated)
32. Nc1nc(SCc2ccccn2)c2ncn(C3OC(CO)C(O)C3O)c2n1 (configuration not stated)

assay / entry,25,26,27,28,29,30,31,32
TRHR agonist,-0.2,1.1,0.0,-0.2,0.1,-0.5,2.6,.
Apoferritin bind,-4%,.,3%,-5%,-1%,-9%,-9%,.
POLB inh,32%,.,2%,2%,10%,-21%,0%,.
ERG-DNA inh,0%,.,.,10%,-6%,10%,-6%,4%
ALOX12 inh,3%,?,-5%,-22%,-3%,-3%,.,-42%
POLI inh,40%[activator],5%,-17%,4%,41%[activator],18%,65%[activator],62%[activator]
POLK inh,10%,-3%,-10%,-7%,4%,-1%,1%,-5%
APE1 inh,8%,0%,3%,1%,-3%,43%,14%,.
BLM inh,-2%,.,0%,-4%,1%,1%,-1%,.

33. CC(C)CC1Nc2ncnc(N3CCCCC3)c2N(Cc2ccccc2)C1=O (configuration not stated)
34. CCOc1ccc(NC(=O)c2ccccc2SC)cc1
35. CC1CCCN(C(=O)C2CCN(CCCc3ccccc3)CC2)C1 (configuration not stated)
36. Cc1cc(C(=O)NNC(=O)Cc2ccc(Cl)cc2)c(C)o1
37. Fc1ccc(COc2ccccc2CNc2nn[nH]n2)cc1
38. COc1ccc(C(CNC(=O)COc2ccc(F)cc2Br)N2CCCC2)cc1 (configuration not stated)
39. COc1ccc2cc3cc(C(=O)NCCN4CCN(Cc5ccccc5)CC4)oc3nc2c1
40. Cc1cccc(C(=O)OCC(=O)N2CCCCCC2)c1

assay / entry,33,34,35,36,37,38,39,40
TRHR agonist,-0.1,-0.2,-0.4,-0.2,0.1,-0.9,-0.1,0.2
Apoferritin bind,.,-15%,-14%,.,-11%,-17%,-11%,.
POLB inh,.,-10%,-5%,.,16%,8%,10%,.
ERG-DNA inh,-4%,-7%,-1%,3%,-16%,-8%,-3%,-1%
ALOX12 inh,.,-4%,?,-19%,13%,-13%,11%,-1%
POLI inh,?,-12%,0%,-22%,31%[activator],106%[activator],30%,9%
POLK inh,-4%,9%,6%,-16%,-2%,-7%,-7%,-11%
APE1 inh,-25%,15%,1%,13%,-5%,-3%,-1%,13%
BLM inh,.,-1%,-1%,.,-1%,4%,-3%,.

41. COc1cc(CCCN2CCNC[C@@H]2CC2CCCCC2)cc(OC)c1OC
42. Cc1c(NC(=O)C2CCCN(S(=O)(=O)c3cnc[nH]3)C2)c(=O)n(-c2ccccc2)n1C (configuration not stated)
43. COC(=O)C1=C(C)N(CCCC(=O)O)C(=O)NC1c1ccc(OC)cc1 (configuration not stated)
44. CCCS(=O)(=O)N1CCCC(C(=O)N2CCCCC2)C1 (configuration not stated)

assay / entry,41,42,43,44
TRHR agonist,.,0.2,.,0.6
Apoferritin bind,.,0%,.,-12%
POLB inh,.,18%,.,39%
ERG-DNA inh,-7%,6%,-16%,-4%
ALOX12 inh,?,13%,2%,9%
POLI inh,-13%,11%,34%[activator],37%[activator]
POLK inh,2%,4%,8%,4%
APE1 inh,1%,-6%,.,26%
BLM inh,.,1%,.,-4%

3 compounds from above, ordered by molecular weight, high to low.
42. Cc1c(NC(=O)C2CCCN(S(=O)(=O)c3cnc[nH]3)C2)c(=O)n(-c2ccccc2)n1C (configuration not stated)
44. CCCS(=O)(=O)N1CCCC(C(=O)N2CCCCC2)C1 (configuration not stated)
40. Cc1cccc(C(=O)OCC(=O)N2CCCCCC2)c1

assay / entry,42,44,40
TRHR agonist,0.2,0.6,0.2
Apoferritin bind,0%,-12%,.
POLB inh,18%,39%,.
ERG-DNA inh,6%,-4%,-1%
ALOX12 inh,13%,9%,-1%
POLI inh,11%,37%[activator],9%
POLK inh,4%,4%,-11%
APE1 inh,-6%,26%,13%
BLM inh,1%,-4%,.

Only part of the results is shown; rates above refer to the full screens.
